# TEAD-YAP block: TEAD-YAP interaction inhibition, primary screen, TEAD-YAP interaction inhibitor project, luminescence, HEK-TIYL cells | TEAD-Gal4/YAP UAS-luciferase luminescence | 640,000 compounds, 1.4% hits | inhibition, % at 9.12 µM; in the data active means inhibition above about 32%;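 further: 0% = median of test compound wells and 100% = reference inhibitor wells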
# GPR151 activ: activators of human GPR151, primary screen, cell-based, PathHunter beta-arrestin, luminescence. G-protein coupled receptor 151 (Homo sapiens), Q8TDV0. PathHunter beta-arrestin GPR151 cells. 650,000 compounds, 1% hits. activation, % at 11.2 µM; in the data active means activation above about 4.9%;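 further: 0% = median of compound wells and 100% = cells with positive control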
# Target sequence (Q8TDV0 whole entry, looked up): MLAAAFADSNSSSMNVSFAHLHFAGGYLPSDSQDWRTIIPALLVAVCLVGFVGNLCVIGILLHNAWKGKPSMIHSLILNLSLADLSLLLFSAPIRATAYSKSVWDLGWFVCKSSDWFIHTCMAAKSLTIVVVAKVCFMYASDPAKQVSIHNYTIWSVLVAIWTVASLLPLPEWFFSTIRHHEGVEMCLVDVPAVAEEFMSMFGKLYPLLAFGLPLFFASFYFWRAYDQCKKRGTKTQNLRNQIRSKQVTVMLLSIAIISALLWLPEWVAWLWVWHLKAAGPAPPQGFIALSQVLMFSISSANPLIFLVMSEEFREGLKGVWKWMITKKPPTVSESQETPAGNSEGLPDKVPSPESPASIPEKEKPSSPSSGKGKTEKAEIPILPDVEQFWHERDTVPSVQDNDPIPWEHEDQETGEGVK
# FBW7 activator: FBW7 E3 ligase activators, primary screen, biochemical, AlphaScreen, human; F-box/WD repeat-containing protein 7 (Homo sapiens), Q969H0; AlphaScreen FBW7–phospho-cyclin E peptide binding, activator screen; normalized activity (activation), % at 26.1 µM; 650,000 compounds, 0.13% hits; AID 1259310, 2017; in the data active means normalized activity above about 1.9%;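 further: purified mutant Fbw7 with reduced substrate affinity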
# MITF primary: MITF inhibitors, primary screen, biochemical, AlphaScreen, human; Microphthalmia-associated transcription factor (Homo sapiens), O75030; AlphaScreen MITF homodimerization, bead proximity signal; inhibition, % at 2.6 µM; 650,000 compounds, 0.91% hits; AID 1259374, 2018; in the data active means inhibition above about 50%;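 further: 0% = vehicle wells with protein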
# Target sequence (O75030 whole entry, looked up): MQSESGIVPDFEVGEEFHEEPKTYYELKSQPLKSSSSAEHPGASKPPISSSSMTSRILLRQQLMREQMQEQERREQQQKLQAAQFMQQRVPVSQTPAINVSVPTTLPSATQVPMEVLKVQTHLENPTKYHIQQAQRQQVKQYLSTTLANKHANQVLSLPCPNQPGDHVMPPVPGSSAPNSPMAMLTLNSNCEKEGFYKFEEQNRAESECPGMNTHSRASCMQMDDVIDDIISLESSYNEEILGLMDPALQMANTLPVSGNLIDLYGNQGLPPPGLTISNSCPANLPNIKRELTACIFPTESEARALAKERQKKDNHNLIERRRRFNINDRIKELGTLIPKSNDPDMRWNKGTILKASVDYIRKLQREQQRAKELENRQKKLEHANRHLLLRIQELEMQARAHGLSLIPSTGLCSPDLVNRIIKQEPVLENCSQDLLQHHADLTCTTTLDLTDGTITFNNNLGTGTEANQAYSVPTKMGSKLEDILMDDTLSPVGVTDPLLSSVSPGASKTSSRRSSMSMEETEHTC
# Numbers without * were called inactive. An unsorted share of the library (roughly 3.5% active in at least one column).
entry	Molecule	TEAD-YAP block	GPR151 activ
1	C=CCN(CC=C)C(=O)/C=C/c1ccccc1Cl	-22	-0.2
2	C=CCN1CCN(C(=O)NCc2ccco2)C(C(=O)NCc2ccccc2)C1 (configuration not stated)	4	1.4
3	COc1cc(NC(=O)c2ccc(F)cc2)ccc1NC(=O)c1cc2ccccc2o1	-7	0.2
4	COc1ccc(-c2csc(/C(C#N)=C\Nc3ccccc3F)n2)cc1OC	9	-0.9
5	CC[C@H](C)[C@@H]1NC(=O)[C@H]2CN(C(=O)Oc3ccccc3)CCN2C1=O	-6	-0.6
6	COc1cccc(CN2CCN(C(=O)Nc3ccccc3F)[C@@H](C)C2)c1	-4	-0.1
7	CCOc1ncnc2c1sc1nc(N3CCOCC3)c3c(c12)CC(C)(C)OC3	-11	-0.3
8	CN1CCN(Cn2nc(-c3ccco3)n(-c3ccccc3)c2=S)CC1	2	3.2
9	CCCNc1nc(-c2ccc(C(N)=O)cc2)nc2c1ncn2C(C)C	10	-0.5
10	O=c1oc2ccc3ccccc3c2cc1-c1nn(-c2ccccc2)cc1/C=N/O	3	1.1
11	Cc1nnc(SCC(=O)Nc2nc(-c3ccccc3)cs2)s1	-21	0.9
12	CCc1ccccc1NC(=O)C1CC(c2cccc(OC)c2)=NO1 (configuration not stated)	-5	-0.5
13	c1ccc2[nH]c(NCCN3CCOCC3)nc2c1	-12	0.1
14	CC1(C)CC(=O)C2=C(C1)Nc1cc(C(=O)c3ccccc3)ccc1NC2c1ccc(F)c(Oc2ccccc2)c1 (configuration not stated)	2	0.0
15	CC(C)(C)c1ccc(C(=O)Nc2ccc(O)cc2)cc1	-3	-1.0

entry	FBW7 activator	MITF primary
1	0.0	-12
2	0.1	13
3	-0.1	-2
4	0.4	5
5	0.2	-4
6	-0.2	-4
7	0.1	-9
8	0.6	12
9	0.6	3
10	-0.1	15
11	0.1	1
12	0.0	0
13	0.1	-15
14	0.4	14
15	-0.1	-10

# More records
entry	Molecule	TEAD-YAP block	GPR151 activ
16	CCOc1ccc(OCCCNCCO)cc1	13	-2.1
17	CN(C(=O)CSc1nnc(N)s1)c1c(N)n(Cc2ccccc2)c(=O)[nH]c1=O	-6	-1.3
18	Cc1nnc2sc(SCc3cccc(F)c3)nn2c1=O	2	-1.2
19	C/C(=N/NC(N)=S)c1ccccc1[N+](=O)[O-]	6	5.6*
20	O=C(CC(O)(C(F)(F)F)C(F)(F)F)Nc1ccc(Oc2ccccc2)cc1	-7	1.4
21	C/C(=N\NC(=O)c1ccc(Br)o1)c1ccccn1	-74	1.3
22	COc1ccc(CCNc2c3c(nc4ncnn24)CCC3)cc1OC	5	-0.1
23	COc1ccc(NC2CC(=O)N(c3ccc(OC(C)=O)cc3)C2=O)cc1 (configuration not stated)	-25	-0.3
24	O=C(Nn1c(-c2ccccc2F)nc2ccccc2c1=O)c1ccc(F)cc1Cl	4	-0.4
25	COC(=O)C1=C(C)NC(=O)CC1c1cc2c(cc1Br)OCO2 (configuration not stated)	2	2.7
26	O=C(O)c1[nH]c2ccccc2c1CNCCc1ccc(Cl)cc1	5	0.2
27	Cn1c(SCC(N)=O)nnc1-c1ccccc1F	-5	1.1
28	Cc1ccccc1-n1nnnc1-c1nc2ccccc2[nH]1	6	0.6
29	O=C(O)CCN1C(=O)C(=O)/C(=C(\O)c2ccc(Cl)cc2)C1c1ccc([N+](=O)[O-])cc1 (configuration not stated)	5	1.6
30	CCN1CCN(C(=O)CN(c2cccc(Cl)c2Cl)S(C)(=O)=O)CC1	4	2.8

entry	FBW7 activator	MITF primary
16	0.0	18
17	0.0	-1
18	-1.2	5
19	0.1	-2
20	0.5	0
21	0.4	7
22	-0.1	3
23	-0.1	1
24	0.1	6
25	0.0	-7
26	0.0	-2
27	-0.1	-1
28	-0.1	3
29	0.1	9
30	-0.3	12

# (more compounds)
entry	Molecule	TEAD-YAP block	GPR151 activ
31	O=C1OC(c2cccc(Cl)c2)=N/C1=C\c1cccc(Cl)c1	-12	-0.5
32	CCc1ccc(C2C(C(=O)OCC3CCCO3)=C(C)NC3=C2C(=O)CC(C)(C)C3)cc1 (configuration not stated)	0	0.8
33	CCOc1ccccc1CNC(=O)C1CCN(C(=O)N2CCOc3ccc(C)cc32)CC1	11	-0.3
34	COc1cccc(/C=C(/C#N)C(=O)Nc2ccc(F)cc2)c1O	-52	0.2
35	CCCNC(=O)c1ccnc(N2CCCC2CO)c1 (configuration not stated)	-4	2.3
36	COc1ccc(-c2nnc(SCC(=O)c3c[nH]c4ccccc34)o2)cc1	-4	-1.1
37	O=C(COc1ccc2ccccc2c1Br)N1CCCC1	-25	-0.5
38	O=C(c1nc2ccc(Cl)cn2c1CN1CCOCC1)N1CCCCCCC1	-6	-0.3
39	CCCCCCCc1ccc(-c2ccc(-c3ccc(CCCCCCC)cn3)cc2)nc1	1	0.2
40	O=c1[nH]c2cc3ccccc3cc2nc1-c1ccccc1NCc1ccccc1	3	0.9
41	COc1ccc2oc(=O)c(C(=O)OCC(=O)c3ccc([N+](=O)[O-])cc3)cc2c1	-3	1.8
42	c1ccc2cc(-c3nc(-c4ccncc4)no3)ccc2c1	-50	1.5
43	N/C(=N\OC(=O)/C=C/c1ccccc1Cl)c1ccccn1	74*	-6.4
44	CCN(CC)c1ccc(NC(=O)c2ccc(-c3cccc(Cl)c3)o2)cc1	-2	-0.3
45	Cc1ccc(N(Cc2ccccc2F)S(C)(=O)=O)cc1C	-3	0.5

entry	FBW7 activator	MITF primary
31	0.0	-13
32	0.9	12
33	0.7	12
34	-0.1	-9
35	0.2	16
36	0.0	-4
37	0.0	-15
38	0.2	12
39	0.1	10
40	-0.1	1
41	0.4	5
42	-0.1	-6
43	-0.1	-5
44	0.0	3
45	0.0	-4

# (further entries)
entry	Molecule	TEAD-YAP block	GPR151 activ
46	O=C1c2ccccc2C(=O)c2c1ccc(C(=O)Nc1ccc(F)cc1)c2[N+](=O)[O-]	-14	-2.5
47	CC(=O)OC1CSc2n(c3ccccc3[n+]2C)C1 (configuration not stated)	0	1.9
48	COc1ccc([N+](=O)[O-])cc1Nc1nc(C)nc2sc(C)cc12	2	-0.7
49	Cc1ccc(NC(=O)CSc2nccn(-c3ccc(F)cc3)c2=O)cc1F	-19	-1.0
50	Cc1ccc(Cl)cc1NC(=O)c1cc2c(=O)n3cccc(C)c3nc2n1C	5	-0.9
51	Cc1ccc(C)c(Nc2cc(Cl)c3nonc3c2[N+](=O)[O-])c1	-8	-0.3
52	CCOc1cccc(CN2CCC(n3nccc3NC(=O)C3CCCC3)CC2)c1	4	-0.1
53	O=C1c2cccc([N+](=O)[O-])c2C(=O)N1CNc1ccccn1	-1	1.2
54	O=C(Nc1cnc2cnc(-c3ccco3)cn12)c1cccs1	-2	-0.7
55	CCCS(=O)(=O)N1CCCC(C(=O)NC2CCC(C)CC2)C1 (configuration not stated)	-17	-0.6
56	C=CCc1ccc(OCCOCCNCCCC)c(OC)c1	2	0.4
57	O=C(COC(=O)c1ccco1)c1ccc2ccccc2c1	-1	3.0
58	O=C(CN1C(=O)NC(c2ccc(F)cc2)C1=O)N1CCOCC1 (configuration not stated)	1	0.2
59	c1cc(N2CCCC2)ccc1CN1CCc2nncn2CC1	0	-0.2
60	O=C1c2oc3ccc(F)cc3c(=O)c2C(c2cccc(O)c2)N1CCCN1CCOCC1 (configuration not stated)	-5	-0.1

entry	FBW7 activator	MITF primary
46	0.0	-8
47	0.0	-5
48	0.0	10
49	0.4	17
50	-0.2	12
51	0.0	-3
52	0.0	-16
53	0.2	7
54	-0.1	3
55	0.6	-11
56	-0.1	20
57	0.0	92*
58	0.1	1
59	0.0	-12
60	0.0	15

# Next part:
entry	Molecule	TEAD-YAP block	GPR151 activ
61	CCCCOc1ccc(C(=O)N/C(=C\c2ccc(Br)cc2)C(=O)Nc2ccc(C)cc2)cc1	11	-1.2
62	CC(C)(C)C1CCC(=NNC(=O)C(=O)NCCc2ccccc2)CC1 (configuration not stated)	-4	6.7*
63	CCN(CC)c1cccc(OC(=O)/C=C/c2ccco2)c1	2	-0.3
64	O=C(CC1CCCC1)NCC1CC(=O)N(Cc2ccc(F)cc2)C1 (configuration not stated)	0	2.8
65	O=C(CCNS(=O)(=O)c1ccc(Cl)cc1)N1CCCC1	6	-1.4
66	Cc1ccc(Cl)cc1NC(=O)c1cccc2nc3ccccc3nc12	3	1.0
67	CCc1cc2c(SCC(=O)Nc3ccc(C#N)cc3)ncnc2s1	23	-2.8
68	O=C(NCCN1CCOCC1)c1ccnc(N2CCc3ccccc3C2)c1	-1	3.5
69	COc1ccc(OCC2c3cc(OC)c(OC)cc3CCN2C(=O)c2ccco2)cc1 (configuration not stated)	4	0.4
70	CC1CCN(Cc2csc(N)n2)CC1	5	4.1
71	OCC1CCCN1c1nc(NCc2cccnc2)c2ncn(-c3ccsc3)c2n1 (configuration not stated)	54*	0.1
72	Cn1c(=O)c(C(=O)NCc2ccco2)c(O)c2ccccc21	-5	-1.6
73	COC(=O)c1[nH]c2c(c1C)C(=O)CCC2	12	-1.0
74	Cc1ccc(CN2CCN(Cc3cnn(-c4ccc(F)cc4)c3)CC2CCO)o1 (configuration not stated)	-4	1.3
75	COC(=O)CSc1nc2sc3c(c2c(=O)n1-c1ccc(C)cc1)CCCCC3	4	-1.2

entry	FBW7 activator	MITF primary
61	0.2	-3
62	0.1	13
63	0.2	8
64	1.1	-4
65	-0.1	-2
66	0.0	9
67	0.3	0
68	0.0	10
69	0.0	6
70	0.2	53*
71	-0.3	-6
72	0.5	14
73	0.9	14
74	0.0	1
75	0.0	15

# Rewritten as tab-separated lines: 4 of the compounds above
entry	Molecule	TEAD-YAP block	GPR151 activ	FBW7 activator	MITF primary
43	N/C(=N\OC(=O)/C=C/c1ccccc1Cl)c1ccccn1	74*	-6.4	-0.1	-5
42	c1ccc2cc(-c3nc(-c4ccncc4)no3)ccc2c1	-50	1.5	-0.1	-6
16	CCOc1ccc(OCCCNCCO)cc1	13	-2.1	0.0	18
73	COC(=O)c1[nH]c2c(c1C)C(=O)CCC2	12	-1.0	0.9	14

# Other structures:
entry	Molecule	TEAD-YAP block	GPR151 activ
76	Cc1ccccc1NC(=O)CN(c1c(C)cccc1C)S(C)(=O)=O	2	-0.8
77	Cc1cc(F)ccc1S(=O)(=O)Oc1cccc2cccnc12	-1	4.3
78	COc1cccc(C(=O)Nc2ccc3nc(N4CCN(c5ncccn5)CC4)cc(C)c3c2)c1OC	43*	2.2
79	COc1ccc(C(C)NC(=O)COc2ccccc2Cl)cc1 (configuration not stated)	0	-1.4
80	COCCn1c(SCC(N)=O)nc2c(c1=O)SCC2	4	2.2
81	COC(=O)c1ccc(/C=C(\C#N)c2nc3ccccc3c(=O)[nH]2)cc1	-3	0.3
82	CCOC(=O)c1c(NC(=O)c2ccc([N+](=O)[O-])cc2Cl)sc2c1CCC(CC)C2 (configuration not stated)	9	1.0
83	COc1cccc(NC(=O)NCC(c2ccc3c(c2)CCCN3C)N2CCCC2)c1OC (configuration not stated)	9	0.3
84	O=C1C(Nc2ccccc2)=CC(c2ccc(O)cc2)N1c1ccccc1 (configuration not stated)	-14	0.0
85	CNc1cc(OCc2cccnc2)ncn1	0	-0.4
86	O=C(CSc1nnc(Nc2ccccc2)s1)NNC(=O)c1ccccc1	2	-5.3
87	Cc1ccc(NC2=NCC(=O)N2Cc2cccs2)cc1	-4	1.7
88	COc1cccc(C(=O)NNC(=O)CC(C)CC(=O)O)c1 (configuration not stated)	-1	1.0
89	O=[N+]([O-])c1cccc(C2=Nn3c(Cc4ccccc4)nnc3SC2)c1	5	1.2
90	Cc1ccc(CN2CCN(C(=O)c3ccoc3C)CC2)cc1	11	1.3

entry	FBW7 activator	MITF primary
76	-0.1	14
77	0.0	14
78	0.2	12
79	0.1	27
80	0.1	4
81	-0.3	-10
82	0.0	7
83	-0.3	3
84	-0.2	2
85	0.6	7
86	0.3	4
87	0.6	12
88	0.1	0
89	0.3	-11
90	0.3	-13

# Next section:
entry	Molecule	TEAD-YAP block	GPR151 activ
91	O=C(Nc1nnc(C2=COCCO2)o1)c1ccc(S(=O)(=O)N2CCOCC2)cc1	5	-0.5
92	CN(CC(=O)Nc1ccc(Br)cc1F)S(=O)(=O)c1ccccc1	1	-1.2
93	CCCCNCCCOc1ccc(OCC)cc1	7	-0.2
94	CN1CCCN(C(=O)C2CC23CCN(Cc2c[nH]c4ccccc24)CC3)CC1 (configuration not stated)	10	1.0
95	CS(=O)(=O)N(CC(=O)Nc1ccccc1C(=O)O)c1cccc2ccccc12	-2	-1.3
96	COc1ccc(CC(=O)NCCCNC(=O)Cc2ccc(OC)cc2)cc1	10	0.6

entry	FBW7 activator	MITF primary
91	-0.1	13
92	-0.1	7
93	0.1	51*
94	-0.2	-10
95	0.7	-3
96	-0.1	-3

# Some values from the entries so far.
# COc1ccc(CC(=O)NCCCNC(=O)Cc2ccc(OC)cc2)cc1 | TEAD-YAP block = 10
# CS(=O)(=O)N(CC(=O)Nc1ccccc1C(=O)O)c1cccc2ccccc12 | FBW7 activator = 0.7
